mIDH1 inhibitor: human IDH1 R132H inhibition; IDH1-R132H enzyme, NADPH consumption, diaphorase/resazurin fluorescence; O75874; Potency, µM (top dose mostly 76.6 µM), for inactives: at the top dose activity change, negative = inhibition, hits mostly inhibitors; AID 602179; 390,000 tested, 0.093% active; further: potency means the concentration at half of the fitted maximal effect; on the % scale 0 is the no-effect control and ±100 the full control effect; nearly all actives have a fitted effect of over 65% in size
Target sequence (O75874 whole entry R132H, stated change not applied): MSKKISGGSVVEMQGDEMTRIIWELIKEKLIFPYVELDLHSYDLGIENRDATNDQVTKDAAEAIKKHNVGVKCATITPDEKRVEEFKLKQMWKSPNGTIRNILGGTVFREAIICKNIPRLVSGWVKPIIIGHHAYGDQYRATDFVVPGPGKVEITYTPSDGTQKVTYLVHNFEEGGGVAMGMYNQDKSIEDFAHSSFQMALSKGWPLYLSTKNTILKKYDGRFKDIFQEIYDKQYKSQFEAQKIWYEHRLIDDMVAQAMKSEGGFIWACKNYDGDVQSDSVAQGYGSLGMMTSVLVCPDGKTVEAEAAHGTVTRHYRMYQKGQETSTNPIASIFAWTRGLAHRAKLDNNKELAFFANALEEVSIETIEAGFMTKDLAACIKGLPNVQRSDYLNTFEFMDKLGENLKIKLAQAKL
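IDH1-R132H (0.5 ug/mL dispensed) in pH 7.5 Tris buffer was preincubated 30 min with compound, then given a substrate mix of 0.016 mM NADPH and 2 mM alpha-KG for 80 min at room temperature; remaining NADPH was read by diaphorase/resazurin fluorescence.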
Vif-A3G inh: blocks the Vif interaction with human APOBEC3G; HeLa A3G-eYFP + Vif (tagged APOBEC3G with the HIV-1 protein that degrades it), YFP fluorescence, overnight; AID 602310; Q9HC16; Potency, µM (top dose mostly 46.1 µM), without a hit: top-dose activity, negative = active, usual class: inhibitors; 410,000 tested, 0.076% active;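 further: potency means the concentration at half of the fitted maximal effect; on the % scale 0 is the no-effect control and ±100 the full control effect; nearly all actives have a fitted effect of over 60% in size; hits raise eYFP signal because A3G escapes Vif-driven loss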
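Read-out is eYFP fluorescence (Ex 488/Em 500-530) from Vif-expressing HeLa A3G-eYFP cells; more signal means A3G escaped Vif-mediated degradation. Cells plated overnight, compound pinned in, incubated overnight at 37 deg C.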
Vif-APOBEC3F blk: inhibitors of Vif-A3F interaction; HeLa A3F-eYFP + Vif (tagged APOBEC3F with the HIV-1 protein that degrades it), YFP fluorescence increase; Potency, µM (series often up to 46.1 µM), without a hit: at the top dose activity, negative = active; 390,000 tested, 0.2% active; further: potency means the concentration at half of the fitted maximal effect; % of control where 0% means no effect; nearly all actives have a fitted effect of over 65% in size
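HeLa cells stably expressing Vif plus C-terminally eYFP-tagged A3F were seeded, incubated overnight at 37 deg C, dosed with compound, incubated overnight again at 37 deg C. Yellow fluorescence (Ex 488/Em 500-530) reported blocked Vif-mediated A3F-eYFP degradation.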
USP1-UAF1 inh: blocks the human USP1/UAF1 deubiquitinase complex | O94782 | recombinant USP1/UAF1, Ub-Rhodamine cleavage fluorescence | Potency, µM (titrated, usually from 57.1 µM), for inactives: top-dose activity change, negative = inhibition, actives largely listed as inhibitors | 390,000 tested, 0.23% active | AID 743255; further: potency means the concentration at half of the fitted maximal effect; on the % scale 0 is the no-effect control and ±100 the full control effect; nearly all actives have a fitted effect of over 60% in size; inactives centre near -12
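USP1/UAF1 complex (1 nM) preincubated 15 min at room temperature with compound, then Ub-Rho substrate (150 nM final) added. Kinetic fluorescence at 480/540 nm over 6 reads at 60 s intervals; 50 mM HEPES pH 7.8, 0.5 mM EDTA, 0.1 mg/ml BSA, 1 mM TCEP, 0.01% Tween-20.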
rTrxR1 inhibitor: rat TrxR1 inhibition | O89049 | recombinant rTrxR1, NADPH fluorescence consumption, selenite substrate | Potency, µM (doses to about 114 µM), without a hit: at the highest dose activity change, negative = inhibition, actives largely listed as inhibitors | 390,000 tested, 1% active; further: potency means the concentration at half of the fitted maximal effect; on the % scale 0 is the no-effect control and ±100 the full control effect; nearly all actives have a fitted effect of over 65% in size
Target sequence (O89049 whole entry, looked up): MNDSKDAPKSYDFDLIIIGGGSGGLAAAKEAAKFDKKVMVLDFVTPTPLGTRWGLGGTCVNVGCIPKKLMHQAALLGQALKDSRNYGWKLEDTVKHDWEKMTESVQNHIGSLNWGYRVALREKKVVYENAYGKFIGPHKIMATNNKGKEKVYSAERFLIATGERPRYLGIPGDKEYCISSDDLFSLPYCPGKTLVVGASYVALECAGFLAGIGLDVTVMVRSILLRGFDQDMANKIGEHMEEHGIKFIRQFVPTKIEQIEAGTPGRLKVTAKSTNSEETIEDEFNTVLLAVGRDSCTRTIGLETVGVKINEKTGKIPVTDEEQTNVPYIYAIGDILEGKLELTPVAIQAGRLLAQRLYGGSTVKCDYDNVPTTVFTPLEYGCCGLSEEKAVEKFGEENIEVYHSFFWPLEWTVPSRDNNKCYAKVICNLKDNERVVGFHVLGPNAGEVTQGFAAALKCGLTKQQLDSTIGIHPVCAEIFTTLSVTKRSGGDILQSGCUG
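Rat TrxR1 (90 nM in the dispensed reagent) was pre-reduced with 400 uM NADPH for 5 min at room temperature, then incubated with compound for 15 min. After 400 uM selenite was added, NADPH fluorescence (Ex 340/Em 450 nm) was followed for 8 min.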
RGS4 inh: inhibitors of human regulator of G protein signaling 4; P49798; Transcreener GDP fluorescence polarization, RGS4-accelerated GTP hydrolysis; Potency, µM (doses to about 114 µM), for inactives: at the top dose activity change, negative = inhibition, actives largely listed as inhibitors; 390,000 tested, 0.039% active; further: potency means the concentration at half of the fitted maximal effect; on the % scale 0 is the no-effect control and ±100 the full control effect; nearly all actives have a fitted effect of over 75% in size; some results filed as inactive show a strong effect at the top dose
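MLSMR compounds (23 nl, pin-transferred) preincubated 10 min at room temperature with a 500nM (2x) first reagent, then RGS4 at 900nM (2x) plus Transcreener GDP mix added; fluorescence polarization (620/688 nm) read before and after 90 min at 30 °C.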
LDHA inh: LDHA (human) enzyme inhibition; P00338; 480,000 tested, 0.15% active; activity change, % (values are at about 110 or 230 µM); AID 1347041; purified LDHA, NADH/diaphorase-resazurin fluorescence; hits give low values; in the data active means activity change below about -30%; inconclusive means mostly about -25% to -30%;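 further: plate controls were DMSO wells for no effect and wells without enzyme for full effect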
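Remaining NADH was detected by diaphorase (0.133 mg/mL) converting 37 µM resazurin to fluorescent resorufin, read at 0 and 20 minutes. The preceding 5-minute room-temperature reaction used 2 nM LDHA, 0.2 mM sodium pyruvate and 0.06 mM NADH at pH 7.4.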
Glioma ERSR ind: inducers of ER stress response in human glioma cells | AID 602332 | Potency, µM, for the others: at the highest dose activation, most hits filed as activators | 420,000 tested, 0.02% active | U87-MG GRP78 promoter luciferase reporter, 16 h; further: potency means the concentration at half of the fitted maximal effect; series mostly up to about 76 µM; % of control where 0% means no effect; nearly all actives have a fitted effect of over 35% in size
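Stably transfected U87-MG glioma cells carrying a GRP78-based luciferase sensor; 16 h compound incubation. Luminescence end-point read 10 min after Bright-Glo addition at room temperature.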
TrxR1 substrate: is turned over as a substrate by rat TrxR1. O89049. 390,000 tested, 0.01% active. Potency, µM (highest dose often 114 µM), inactives show at the highest dose activity change, negative = substrate turnover. purified TrxR1 substrate turnover, NADPH consumption readout; further: potency means the concentration at half of the fitted maximal effect; on the % scale 0 is the no-effect control and ±100 the full control effect; nearly all actives have a fitted effect of over 50% in size
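Rat TrxR1, dispensed at 90 nM, was prereduced with 400 uM NADPH (final) for 5 min at ~22 deg C, then incubated with compound 15 min before 400 uM selenite. A first-read NADPH fluorescence drop versus no-compound background flagged substrates.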
* hit, by the source's call; u = inconclusive; x = no result given; [ ] = dose if it differs, or a comment. Unless noted, the call rests on the fitted dose curve; in most records, active means well fitted curve in the direction sought with a large enough effect; inconclusive means small, poorly fitted or top-dose-only effect, or another doubt; inactive means no such curve, though single readings can be large; an effect the other way counts as inactive or inconclusive.

SMILES	mIDH1 inhibitor	Vif-A3G inh	Vif-APOBEC3F blk	USP1-UAF1 inh	rTrxR1 inhibitor	RGS4 inh	LDHA inh	Glioma ERSR ind	TrxR1 substrate
CCCCOc1ccc(-c2c(C#N)c(N)[nH]c(=S)c2C#N)cc1	-7%	-1%	-1%	-29%	u	-43%	-13	-1%	-8%
O=S(=O)(/N=C(/Nc1cccnc1Cl)c1ccccc1)c1ccccc1	6%	0%	5%	-11%	3%	21%	-5	-2%	1%
C/C(=N\NC(=S)NCC(C)(C)C)c1cc(F)cc(F)c1O	-11%	-6%	u	-18%	12%[11.4 µM]	-28%	-3	2%	8%[57.1 µM]
CN(C)c1nn(C(=O)Nc2ccc(Cl)cc2Cl)cc1-c1ccccc1	-3%	-2%	-3%	-7%	4%	8%	-6	-5%	-3%
COc1ccc(-n2nc(C(=O)NCCCOC(C)C)c3c4ccccc4n(C)c3c2=O)cc1	x	x	x	-6%	26%	19%	-6	x	63%[activator]
CCN1CCN(c2oc(-c3ccccc3)nc2S(=O)(=O)c2ccc(C)cc2)CC1	3%	1%	-24%	-18%	-15%	-2%	-3	-5%	-13%
Cc1ccc(C(=O)n2ncn(C)c2=S)cc1	-2%	2%	-5%	-18%	u	u	-10	-4%	4%
COc1cccc2cc(C(=O)Nc3ccccc3C(=O)N3CCOCC3)oc12	-12%	-1%	7%	2%	0%	-5%	-3	-1%	-3%
Cc1cc(C(F)(F)F)c2c(=O)[nH]c(=O)n(Cc3ccccc3)c2n1	10%	-13%	-3%	-7%	1%[57.1 µM]	-30%	-3	1%	11%[57.1 µM]
Cc1ccc(N(CC(=O)N/N=C/c2cccs2)S(C)(=O)=O)cc1Cl	20%	-8%	-10%	-18%	1%[57.1 µM]	6%	-4	-3%	6%[57.1 µM]
O=c1[nH]c2cc3c(cc2cc1C(c1nnnn1CC1CCCO1)N1CCCC1)OCO3 (stereo not drawn)	-1%	0%	1%	0%	u	11%	4	-2%	98%[activator]
O=C(NCc1ccc(F)cc1)C1CCCN1C(=O)NCc1ccccc1 (stereo not drawn)	5%	4%	0%	-1%	29%[57.1 µM]	12%	-5	-3%	2%[57.1 µM]
C=CCN(CC=C)c1nc2ccccc2nc1C(C#N)C(=O)OC(C)C (stereo not drawn)	9%	-26%	1%	-26%	-52%	-47%	19	-4%	3%[57.1 µM]
Cc1cccc(C)c1NC(=O)CN(C)C(=O)c1cc([N+](=O)[O-])ccc1N1CCOCC1	6%	1%	1%	-7%	-34%	-45%	4	-6%	-18%
CCOC(=O)CSC1=N/C(=C\c2ccc(OC)c(OC)c2)C(=O)N1C	8%	-2%	5%	-11%	u	-7%	0	-1%	-3%
COCCNC(=O)C(=O)N/N=C(\C)CC(=O)Nc1ccc2c(c1)OCO2	-5%	6%	-15%	-11%	-6%	-1%	5	-2%	1%
O=C(COC(=O)c1ccccc1Sc1ccc(C(F)(F)F)cc1[N+](=O)[O-])NC(=O)NC1CCCC1	7%	2%	1%	-19%	35%	3%	1	-6%	-9%
CC(=O)N[C@@H](Cc1c[nH]c2ccccc12)C(=O)NC1CC1	0%	-2%	0%	-15%	-2%	14%	-2	0%	-5%
Cc1cc(C)c2nc(Nc3nc(-c4ccccc4)cc(=O)[nH]3)nc(C)c2c1	0%	-5%	-2%	-16%	11%	0%[11.4 µM]	-10	1%	2%
Cc1cc2c(cc1S(=O)(=O)CCC(=O)N1CC(C)CC(C)C1)OCC(=O)N2 (stereo not drawn)	-4%	1%	0%	7%	1%[57.1 µM]	-15%	-10	-4%	7%[57.1 µM]
Cc1ccc(S(=O)(=O)CCc2nc3ccccc3n2CCC#N)cc1	10%	-28%	1%	0%	-13%[57.1 µM]	-17%	1	-10%	11%[57.1 µM]
Cc1ccc(OCCNC(=O)c2ccc(COc3ccccc3)o2)cc1	12%	0%	2%	-19%	-21%	-25%	1	-4%	-13%
Cc1cc(C)n(C(=O)c2ccc(S(=O)(=O)NCC3CCCO3)cc2)n1 (stereo not drawn)	9%	0%	-3%	-12%	3%[57.1 µM]	u	5	-3%	19%[57.1 µM]
C=CCn1c(=O)c(C(=O)Nc2ccccc2C)c(O)c2ccccc21	3%	0%	-3%	1%	-17%[57.1 µM]	u	-2	-5%	37%[activator][57.1 µM]
CCCCC(=O)NC(=S)Nc1cccc(NC(=O)c2ccco2)c1	2%	-5%	-14%	-20%	8.9µM*	-35%	-3	-2%	1%
COc1ccc(NC(=O)c2cc(-c3ccco3)on2)c(OC)c1	0%	-7%	-9%	-8%	-10%	-43%	-4	11%	-1%[57.1 µM]
CC(C)(C)c1cc(-c2nc(N)nc(N)n2)c(O)c(C(C)(C)C)c1	-20%	-1%	5%	-26%	34%[57.1 µM]	21%	0	-12%	5%[57.1 µM]
Cc1cccc(NC(=S)N(CCN2CCOCC2)Cc2cc3cc4c(cc3[nH]c2=O)OCO4)c1	0%	1%	5%	-14%	17%[57.1 µM]	-20%	-3	-1%	9%
O=C(CCCCCN1C(=O)[C@@H]2Cc3ccccc3CN2C1=O)N[C@@H](Cc1ccc(O)cc1)C(=O)O	7%	2%	11%	14%	10%	14%	-2	-5%	-1%
CN1OC[C@@H]2CN(C(=O)C(C)(C)C)[C@H](c3cccc(-c4ccccc4)c3)C[C@@H]21	-2%[38.3 µM]	2%	-1%	-19%	-14%[2.29 µM]	-3%	-1	-6%	-4%
Clc1ccc(Cl)c(OCc2cc(-c3ccccc3Cl)on2)c1	12%	-1%	x	-19%	7%	-5%	-6	-5%	-1%
COc1ccccc1OCC(=O)N(Cc1nnc(-c2ccccc2Cl)o1)C1CC1	-4%	0%	-5%	-21%	18%[57.1 µM]	-7%	-7	-3%	-2%[57.1 µM]
CCn1c(Cc2ccccc2)nnc1SCC(=O)Nc1cc(C)on1	3%	1%	1%	-8%	25%	19%	-4	0%	5%
C=CCC1S/C(=N/N=C/c2cccs2)NC1=O (stereo not drawn)	-1%	-1%	0%	-20%	12%	-12%	0	0%	-1%
Cc1cccc(NC(=O)COc2ccccc2)c1	2%	-3%	-20%	-17%	15%	-7%	-2	5%	5%
O=C(NCCc1ccc(Cl)cc1)C1CCCN(S(=O)(=O)N2CCCCCC2)C1 (stereo not drawn)	6%	2%	-2%	-7%	u	23%	-7	-4%	-6%
CN1C(=O)[C@H]2[C@@H](/C=C/c3ccccc3)N3C(=O)CN(CCO)C(=O)[C@@]3(C)[C@H]2C1=O	0%	-6%	-3%	21%	-3%	1%	-3	-2%	-6%
CC(=O)N1CCN=C1SCc1ccccc1F	0%	0%	-2%	u	25%	3%	-15	-5%	10%
COc1ccc(/C=N/NC(=O)c2cccnc2)c2ccccc12	-5%	-9%	3%	-25%	11%	-1%	-6	5%	-1%
CCOC(=O)c1oc2cccc(O)c2c1C	1%	1%	4%	-14%	-9%	-27%	-2	8%	-8%
O=C(Nc1nnc2n1CCS2)c1ccco1	2%	2%	4%	-11%	15%	-21%	13	-5%	-2%
Cc1nnc(SCc2ccccc2F)n1NCc1cccs1	7%	-3%	4%	-14%	10%	-12%	-2	1%	0%
COc1cc(/C=C2\SC(=S)N(Nc3ccccc3)C2=O)cc(OC)c1OC	5%	-25%	-17%	-34%	5%[57.1 µM]	6%	-5	-3%	-9%
Cn1nccc1C(=O)NC1CCCc2c1cnn2-c1ccccc1F (stereo not drawn)	-2%	3%	12%	-14%	19%	-15%	0	-3%	-9%
C=CCNC(=O)COC(=O)c1c2c(nc3ccccc13)CCC2	2%	-6%	u	0%	2%	5%	1	-3%	7%
COc1cc(C(=O)N2CCc3c([nH]c4ccccc34)C2c2ccc(F)cc2)cc(OC)c1OC (stereo not drawn)	18%	8%	0%	-10%	24%[57.1 µM]	-6%	-1	-2%	4%[57.1 µM]
COc1ccc(S(=O)(=O)NCc2ccc(C(=O)N3CCN(Cc4ccccc4)CC3)cc2)cc1	-5%	2%	4%	-5%	-15%	42%	-20	4%	-9%
Cc1cc(NC(=O)c2ccc(S(=O)(=O)N(C)C)cc2)no1	7%	-7%	-27%	-2%	-20%	6%	0	4%	-11%
CC(C)(C)c1cc(NC(=O)c2cccs2)no1	10%	-1%	0%	-7%	6%	-20%	-1	-8%	-2%
CCN(CC)C(=O)C1CC(=O)N(c2ccc(OC)cc2)C1c1ccc(OC)cc1 (stereo not drawn)	17%	-5%	2%	-11%	14%	25%	-11	-4%	5%
COc1ccc(-c2nc3ccccc3c(=O)n2CCCn2ccnc2)cc1	18%	-4%	-4%	-1%	-9%	21%	-11	-2%	-6%

An excerpt; rates above refer to the full screens.
